Abeta rescue – qHTS for compounds that reverse cellular toxicity of Amyloid beta (A-beta) peptide in yeast: Primary Screen | yeast expressing A-beta42, growth rescue, OD600, 48 h; response scale: 0% DMSO, 100% iron-clioquinol control | AID 1347071, 2019 | Potency, µM (series often up to 46.1 µM), for inactives: at the highest dose growth rescue, hits mostly activators | hit rate 0.063% among 410,000; note: potency is the fitted concentration of half-maximal effect; nearly all actives have a fitted effect of over 55% in size
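Growth rescue measured by 600 nm absorbance after 48 h yeast culture at 30 C with compound. Values normalized between DMSO and an equimolar ferric chloride plus clioquinol control.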
PLK1 PBD block – qHTS for Inhibitors of PLK1-PDB (polo-like kinase 1 - polo-box domain): Primary Screen | Serine/threonine-protein kinase PLK1 (Homo sapiens), P53350 | Plk1 PBD binding of FITC phosphopeptide, fluorescence polarization | Potency, µM, inactives show max response, negative = inhibition, actives largely listed as inhibitors | hit rate 2.8% among 360,000; note: potency is the fitted concentration of half-maximal effect; series mostly up to about 57 µM; % is set by controls: 0 for no effect and ±100 for the full control effect; nearly all actives have a fitted effect of over 65% in size
Target sequence (P53350 whole entry, looked up, the tested form may be a part): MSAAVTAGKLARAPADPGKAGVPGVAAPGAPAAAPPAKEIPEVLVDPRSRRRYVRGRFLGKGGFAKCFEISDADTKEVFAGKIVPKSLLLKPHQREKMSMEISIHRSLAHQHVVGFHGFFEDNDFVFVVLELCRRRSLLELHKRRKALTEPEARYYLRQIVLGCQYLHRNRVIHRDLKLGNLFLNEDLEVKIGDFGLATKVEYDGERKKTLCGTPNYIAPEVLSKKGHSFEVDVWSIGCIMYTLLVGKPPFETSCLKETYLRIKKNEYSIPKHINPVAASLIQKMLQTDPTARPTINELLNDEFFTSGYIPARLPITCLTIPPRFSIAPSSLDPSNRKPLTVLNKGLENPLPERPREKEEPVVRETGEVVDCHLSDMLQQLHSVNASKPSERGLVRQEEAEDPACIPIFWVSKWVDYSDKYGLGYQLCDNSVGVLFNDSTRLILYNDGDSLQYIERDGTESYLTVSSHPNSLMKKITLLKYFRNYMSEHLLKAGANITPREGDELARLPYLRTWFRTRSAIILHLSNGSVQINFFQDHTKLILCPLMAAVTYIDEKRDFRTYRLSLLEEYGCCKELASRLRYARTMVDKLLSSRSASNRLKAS
PI5P4Ka inh – qHTS for Inhibitors of phosphatidylinositol 5-phosphate 4-kinase (PI5P4K). Phosphatidylinositol 5-phosphate 4-kinase type-2 alpha (Homo sapiens), P48426. PI5P4Kalpha enzyme, ADP-Glo luminescence, 60 min; stronger effect = lower value. max response, %. hit rate 1.2% among 330,000; active = max response of -50% or lower; inconclusive = between -30% and -50%; inactive = -30% or higher; note: value at the top dose of about 77 µM; % is set by controls: 0 for no effect and ±100 for the full control effect
Target sequence (P48426 whole entry, looked up): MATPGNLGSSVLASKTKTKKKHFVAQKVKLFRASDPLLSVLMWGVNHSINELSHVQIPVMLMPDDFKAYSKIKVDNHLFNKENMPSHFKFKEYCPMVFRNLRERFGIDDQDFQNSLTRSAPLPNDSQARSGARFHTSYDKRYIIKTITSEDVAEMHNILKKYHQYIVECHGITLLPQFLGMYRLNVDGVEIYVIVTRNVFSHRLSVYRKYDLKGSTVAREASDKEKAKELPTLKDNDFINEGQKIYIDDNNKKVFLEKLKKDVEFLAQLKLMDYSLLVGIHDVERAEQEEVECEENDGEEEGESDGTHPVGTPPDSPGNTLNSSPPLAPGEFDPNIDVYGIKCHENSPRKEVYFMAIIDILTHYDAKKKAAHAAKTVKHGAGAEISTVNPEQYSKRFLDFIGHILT
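Controls without substrate or without enzyme flank wells where PI5P4Kalpha converts substrate using 5 microM ATP (final). Incubation lasts 60 minutes at room temperature; ADP formed is read by ADP-Glo luminescence.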
IL-2 act – qHTS of IL-2 Activators. hit rate 0.065% among 360,000. activation, % (series mostly up to about 46 µM). IL-2 activation reporter assay, cell-based qHTS; stimulated with anti-CD3/CD4/CD28 beads; in transgenic mouse T cells. AID 652025, 2013; in the data active = activation above about 50%; inconclusive = mostly about 30% to 49%; note: 0% is about no effect
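EGFP and DsRed fluorescence is measured by plate cytometry in unstimulated transgenic mouse T cells exposed to compound for 60 minutes, then stimulated 18 hours at 37 degrees C with anti-CD3/anti-CD4 beads plus anti-CD28.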
FUS suppressor – qHTS for Suppressors of FUS Proteinopathy: Primary screen using FUS-linked yeast assay; Potency, µM (titrated, usually from 76.6 µM), inactives show top-dose growth rescue (activation), actives largely listed as activators; S. cerevisiae FUS-expressing, growth rescue, OD600, 24 h; hit rate 0.24% among 390,000;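 note: potency is the fitted concentration of half-maximal effect; plate controls were DMSO vehicle for no effect and reference control for full effect; nearly all actives have a fitted effect of over 55% in size; some results filed as inactive show a strong effect at the top dose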
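Quantitative HTS measuring growth restoration of FUS-toxic yeast. Galactose-induced cells (OD 0.005) were exposed 24hr at 30C to compounds at several concentrations, then absorbance at 600 nm was recorded.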
EPAC1 ag – qHTS for Agonist of cAMP-regulated guanine nucleotide exchange factor 3 (EPAC1): primary screen; Rap guanine nucleotide exchange factor 3 (Homo sapiens), O95398; EPAC1 agonist qHTS, biochemical assay; response scale: 100% = response to 6.5 mM cAMP; Potency, µM (doses to about 154 µM), for inactives: top-dose activation, actives largely listed as activators; hit rate 0.073% among 360,000; AID 720707, 2013; note: potency is the fitted concentration of half-maximal effect; nearly all actives have a fitted effect of over 60% in size
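Normalized to 6.5 mM cAMP, activity reflects EPAC1-catalysed release of BODIPY-GDP from Rap1B, followed kinetically over 30 min at 480 nm excitation, 540 nm emission. Reaction contained 100 nM EPAC1, 250 nM Rap1B-BODIPY-GDP, 50 uM GDP.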
WRN inhibitor – qHTS for Inhibitors of WRN Helicase; WRN helicase unwinding, fluorescent forked duplex, kinetic; Potency, µM (doses to about 114 µM), without a hit: top-dose activity change, negative = inhibition, most hits filed as inhibitors; Bifunctional 3'-5' exonuclease/ATP-dependent helicase WRN (Homo sapiens), Q14191; hit rate 0.46% among 360,000; note: potency is the fitted concentration of half-maximal effect; % is set by controls: 0 for no effect and ±100 for the full control effect; nearly all actives have a fitted effect of over 55% in size
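Kinetic fluorescence helicase assay: unwinding of a quenched forked DNA duplex (100 nM final) with 2 mM ATP final raises red fluorescence (525/598 nm). Compounds sat 15 min at room temperature with 20 nM WRN beforehand.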
EPAC1 antag – qHTS for Antagonist of cAMP-regulated guanine nucleotide exchange factor 3 (EPAC1): primary screen | AID 720709, 2013 | EPAC1 GEF assay, Rap1b-BODIPY-GDP exchange fluorescence | hit rate 0.14% among 360,000 | Potency, µM (top dose mostly 115 µM), without a hit: top-dose activity change, negative = inhibition, actives largely listed as inhibitors;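 note: potency is the fitted concentration of half-maximal effect; plate controls were vehicle for no effect and positive control for full effect; nearly all actives have a fitted effect of over 50% in size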
Numbers without * were called inactive; ? = inconclusive; / = not tested or not shown; & = joins results of further samples; [ ] = remark or other dose. Unless noted, calls come from the whole dose curve; as a rule, active = well fitted curve in the direction sought with a large enough effect; inconclusive = small, poorly fitted or top-dose-only effect, or another doubt; inactive = no such curve, though single readings can be large; an effect the other way counts as inactive or inconclusive.

#1 C[C@H](NC(=O)c1[nH]cnc1C(=O)Nc1ccc(Cl)cc1)c1ccccc1
#2 O=C1N=C(N2CCOCC2)S/C1=C\c1cccnc1
#3 CCN(C(=O)COC(=O)c1cc2c(s1)CCCC2)c1c(N)n(Cc2ccccc2)c(=O)[nH]c1=O
#4 CC(=O)c1cccc(CN2CCc3ccc(NC(=O)C4CCCO4)cc3C2)c1 (stereo unspecified)
#5 CC(C)(Cc1ccc(O)cc1)NC(=O)CC(=O)N=Nc1c(O)[nH]c2cc(Br)ccc12
#6 CC(=O)Nc1ccc(-c2cc(-c3ccc(NC(C)=O)cc3)nc(-c3ccccc3)n2)cc1
#7 CC1CN(C(=O)COC(=O)/C=C/c2ccc(C(F)(F)F)cc2)CC(C)O1 (stereo unspecified)
#8 CCOC(=O)c1sc(=S)n(C)c1N
#9 O=C(COc1ccc([N+](=O)[O-])cc1)Nc1ccccc1C(=O)NC1CC1
#10 COCNc1nc(OCC#N)nc(N(C)C)n1

assay / entry	1	2	3	4	5	6	7	8	9	10
FUS suppressor	-6%	-5%	43%	-2%	?	14%	/	2%	4%	1%
PLK1 PBD block	-9%	-9%	?	0%	-12%	-4%	5%	-2%	-3%	2%
EPAC1 ag	-10%	5%	-25%	0%	-2%	9%	0%	-7%	11%	4%
PI5P4Ka inh	16	7	?	-2	-9	/	4	6	2	-1
EPAC1 antag	-7%	8%	-14%	-16%	?	0%	-6%	-1%	-2%	-7%
IL-2 act	0.2	0.1	-3.0	-2.4	0.1	0.8	-1.7	0.2	0.3	-0.6
Abeta rescue	-16%	2%	-2%	-12%	-8%	-17%	7%	15%	1%	26%
WRN inhibitor	-1%	-5%	-17%	3%	-6%	-6%	4%	-2%	-6%	-1%

#11 COc1ccc(C(=O)OCc2nnc(-c3ccccc3)o2)cc1S(=O)(=O)N1CCOCC1
#12 CCOc1ccc(Cl)cc1S(=O)(=O)N1CCN(c2ccc(F)cc2)CC1
#13 COCCN=C(NS(=O)(=O)c1cccs1)c1ccccc1Cl
#14 COc1ccc2[nH]c(C(=O)NCCCn3ccnc3)cc2c1
#15 O=C(Cn1c(=O)oc2cc(S(=O)(=O)N3CCCCC3)ccc21)N1CCc2ccccc2C1
#16 O=C(COC(=O)CCSc1ccccc1Cl)NCc1ccco1
#17 O=C(CN1CCCCC1)Nc1cccc2c1OCO2
#18 CCOC(=O)c1c(NC(=O)CSc2nnc(Cc3ccccc3)o2)sc(C)c1C
#19 c1ccc(Cc2nc3ccccc3n2Cc2ccccc2)cc1
#20 COc1ccc(C(=O)NC(C)c2cnn(-c3ccccn3)c2C)o1 (stereo unspecified)

assay / entry	11	12	13	14	15	16	17	18	19	20
FUS suppressor	11%	4%	-27%	8%	-11%	13%	1%	23%	9%	/
PLK1 PBD block	2%	0%	3%	1%	-6%	-10%	-5%	-15%	-13%	0%
EPAC1 ag	-1%	19%	4%	-4%	-1%	2%	3%	-7%	14%	-11%
PI5P4Ka inh	6	6	1	-15	-1	2	0	-6	1	-2
EPAC1 antag	-4%	-17%	-17%	-7%	-24%	-16%	1%	-7%	-3%	6%
IL-2 act	-3.6	7.8	1.2	1.6	-2.5	0.4	2.2	0.0	-1.5	-0.5
Abeta rescue	-4%	-4%	-13%	-10%	17%	-5%	6%	19%	?	8%
WRN inhibitor	-21%	-10%	0%	-11%	-6%	2%	-2%	-2%	-10%	-15%

Arranged by length of the SMILES (descending): 3 of the compounds above.
#7 CC1CN(C(=O)COC(=O)/C=C/c2ccc(C(F)(F)F)cc2)CC(C)O1 (stereo unspecified)
#18 CCOC(=O)c1c(NC(=O)CSc2nnc(Cc3ccccc3)o2)sc(C)c1C
#16 O=C(COC(=O)CCSc1ccccc1Cl)NCc1ccco1

assay / entry	7	18	16
FUS suppressor	/	23%	13%
PLK1 PBD block	5%	-15%	-10%
EPAC1 ag	0%	-7%	2%
PI5P4Ka inh	4	-6	2
EPAC1 antag	-6%	-7%	-16%
IL-2 act	-1.7	0.0	0.4
Abeta rescue	7%	19%	-5%
WRN inhibitor	4%	-2%	2%

Following part
#21 CC(Oc1ccc2c(-c3ccccc3)cc(=O)oc2c1)C(=O)NCCCN1CCOCC1 (stereo unspecified)
#22 CC(C)(C)n1nc2c(c1NC(=O)c1ccc([N+](=O)[O-])cc1)CS(=O)(=O)C2
#23 CCN(c1cccc2ccccc12)S(=O)(=O)c1ccc(Cl)nc1
#24 O=S(=O)(c1cccc(-c2n[nH]c(=S)o2)c1)N1CCOCC1
#25 N#CC1=C(N)OC2=C(CCc3ccccc32)C1c1ccccc1 (stereo unspecified)
#26 Cc1ccsc1C1C=C(c2cccc(Br)c2)Nc2ncnn21 (stereo unspecified)
#27 CCCC1NC(=O)c2cccnc2-n2c1nc1cc(F)c(F)cc1c2=O (stereo unspecified)
#28 O=C(COc1ccc(Cl)cc1Br)NC(=O)NCc1ccccc1
#29 CN1CCN(C2=C(NS(=O)(=O)c3ccccc3)C(=O)c3ccccc3C2=O)CC1
#30 O=C(COC(=O)c1ccccc1O)NC(=O)c1ccc(OC(F)F)cc1

assay / entry	21	22	23	24	25	26	27	28	29	30
FUS suppressor	-14%	9%	6%	21%	15%	28%	-3%	-5%	19%	-8%
PLK1 PBD block	-23%	-14%	-8%	27µM*	-8%	-29%	-10%	-1%	-28%	-6%
EPAC1 ag	15%	2%	3%	5%	24%	7%	14%	-1%	6%	1%
PI5P4Ka inh	1	-1	9	-73*	-14	-15	10	1	4	1
EPAC1 antag	?	-34%	-1%	-20%	-20%	-11%	0%	-19%	-1%	16%
IL-2 act	-2.1	-1.1	-2.8	2.3	-1.7	-0.1	0.0	-1.5	-0.9	-0.6
Abeta rescue	2%	5%	4%	-3%	-23%	7%	-10%	5%	9%	-2%
WRN inhibitor	0%	3%	-3%	-12%	-17%	1%	8%	-14%[57.1 µM]	0%[57.1 µM]	4%

#31 Cc1ccccc1-c1nnc(SC(C)C(=O)NC2CCCC2)o1 (stereo unspecified)
#32 NC(=O)C1CCN(C(=O)c2ccc(Cl)c(S(=O)(=O)NCc3ccco3)c2)CC1
#33 COc1ccccc1N(CCC#N)C(=O)CSc1ccc2c(c1)OCCO2
#34 O=C(c1ccccc1Br)N1CCN(c2ncccn2)CC1
#35 COC(=O)c1cc(S(=O)(=O)NCC2CCN(Cc3cc(C)ccc3C)CC2)c[nH]1
#36 CCOC(=O)c1c(C)c(C(=O)NCc2ccccc2OC)c(C)n1C
#37 COc1ccccc1CC(=O)NCc1csc(-c2cccs2)n1
#38 CN(C)CCN(Cc1ccccc1)C(c1ccnc2ccccc12)c1nnnn1-c1ccc2c(c1)OCCO2 (stereo unspecified)
#39 Cc1ccc(/C=N/c2sc3c(c2C#N)CCC3)s1
#40 CCc1nonc1NC(=O)c1oc2c(C)c(C)ccc2c1C

assay / entry	31	32	33	34	35	36	37	38	39	40
FUS suppressor	7%	-20%	16%	13%	-17%&1%	5%	15%	26%	-41%	-10%
PLK1 PBD block	1%	-11%	-5%	-4%	-6%	-9%	-20%	-4%	-11%	1%
EPAC1 ag	-17%	2%	1%	-5%	-2%	5%	8%	4%	3%	-9%
PI5P4Ka inh	0	1	/	3	0	/	9	-1	-14	-3
EPAC1 antag	-7%	-4%	11%	-1%	-1%	19%	16%	1%	-9%	3%
IL-2 act	-0.3	0.5	-0.9	-4.8	0.9	-4.2	2.1	-0.6	5.3	-0.4
Abeta rescue	10%	3%	20%	-27%	2%&-2%	-23%	17%	2%	5%[9.22 µM]	/
WRN inhibitor	-4%	1%	7%	14%	2%	2%	-3%	-2%	-15%	5%

#41 COc1ccc(CN2CCNC(=O)C2CC(=O)N(C)Cc2cc(C)no2)cc1OC (stereo unspecified)
#42 COCCCN(C(=O)Nc1ccc(C)c(C)c1)C(C)c1ccccn1 (stereo unspecified)
#43 Cc1ccc(S(=O)(=O)CC(=O)c2cc(C)c(O)c(C)c2)cc1
#44 COCCCn1c(C)cc(C(=O)COC(=O)CCc2nc3ccccc3c(=O)[nH]2)c1C
#45 CCOc1ccc(NS(=O)(=O)c2cccc(C(=O)N(C)Cc3ccco3)c2)cc1
#46 CC(C)(CNc1ccc(C(F)(F)F)cc1[N+](=O)[O-])N1CCOCC1
#47 CCOc1ccccc1CN1CCNC(=O)C1CC(=O)NC1CCCCC1 (stereo unspecified)
#48 Cc1cc(C)n(-c2nnc3n2N=C(c2c[nH]c4ccccc24)CS3)n1
#49 CC(C)C1C(=O)N(Cc2cn(CC3CCCCC3)nn2)CCS(=O)(=O)N1Cc1ccc(-c2ccccc2)cc1 (stereo unspecified)

assay / entry	41	42	43	44	45	46	47	48	49
FUS suppressor	/	-7%	-3%	29%	13%	-1%	4%	30%	?
PLK1 PBD block	1%	1%	-2%	-5%	5%	-8%	-11%	-3%	-12%
EPAC1 ag	-7%	-12%	-3%	5%	-8%	10%	-19%	13%	4%
PI5P4Ka inh	-3	-1	-5	10	0	6	2	2	5
EPAC1 antag	10%	11%	4%	1%	-5%	8%	-8%	0%	-3%
IL-2 act	-4.2	-2.6	-0.9	0.7	-0.5	-3.4	-1.8	0.3	-4.4
Abeta rescue	3%	-2%	0%	0%	7%	5%	12%	-2%	-2%
WRN inhibitor	-12%	-1%	-4%	-5%	-4%	-4%	0%	-9%	-7%
